Bioassay records deposited in PubChem BioAssay by several laboratories.
IMP-1 inhibitor: inhibitors of Pseudomonas aeruginosa IMP-1 metallo-beta-lactamase; purified IMP-1, nitrocefin hydrolysis, epi-absorbance fluorescence; inhibition, % at 5.6 µM; 290,000 tested, 0.45% active;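 active means inhibition above the mean plus 3 SD of all compounds in the same screening run, cut at about 4.5% in these data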;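 further: 0% = IMP-1 with DMSO and 100% = DMSO wells lacking enzyme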
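System: Purified IMP-1 | Read-out basis: Percent enzyme inhibition | Controls: IMP-1 with DMSO as 0%, enzyme-free DMSO as 100% | Replicates: One well per compound | Doses: 5.6 µM nominal single concentration | Detection: Epi-absorbance fluorescence, 480 nm excitation, 530 nm emission | Incubation: 25 °C, 15 min preincubation, 25 min reaction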
SUMO HTRF inh: inhibitors of human SUMOylation (UBC9); P63279; HTRF SUMOylation assay, SAE1/SAE2 + UBC9, in vitro; inhibition, % at 35 µM; 290,000 tested, 0.36% active; AID 2006; in the data active means inhibition above about 50%, passing the limit was not always enough; further: strong numbers were not always called active
Target sequence (P63279 whole entry, looked up): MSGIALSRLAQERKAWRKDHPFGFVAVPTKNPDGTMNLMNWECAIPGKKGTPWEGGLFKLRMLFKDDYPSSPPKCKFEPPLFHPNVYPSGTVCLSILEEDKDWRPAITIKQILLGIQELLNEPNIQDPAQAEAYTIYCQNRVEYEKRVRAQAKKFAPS
FID counter: fluorescent intercalator displacement, NS3 helicase counter-screen; DNA fluorescent intercalator displacement, fluorescence; inhibition, % at 7.9 µM; 290,000 tested, 0.17% active; AID 1845; in the data active means inhibition above about 37%;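 further: 0% = vehicle and 100% = reference compound; higher means more ethidium bromide displaced from hairpin DNA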
M18AAP inhibitor: PfM18AAP enzyme inhibition | inhibition, % at 7.35 µM | recombinant PfM18AAP, H-Glu-NHMec fluorogenic cleavage | 290,000 tested, 1.2% active;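 active means inhibition above the campaign mean inhibition over all tested compounds plus 3 SD, cut at about 28% in these data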;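 further: 0% = plate median of test compound wells and 100% = 2 mM ZnCl2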
VIM-2 inhibitor: blocks Pseudomonas aeruginosa VIM-2 metallo-beta-lactamase; purified VIM-2, nitrocefin hydrolysis, epi-absorbance fluorescence; inhibition, % at 5.6 µM; 290,000 tested, 0.89% active; AID 1527;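 active means inhibition above the mean of all tested compounds plus 3 SD, cutoff set per screening run, cut at about 7.5% in these data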;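 further: red hydrolysis product quenches plate fluorescence so inhibitors raise well fluorescence; 0% = enzyme with DMSO and 100% = DMSO without enzyme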
MEKK2 WT-MEK5: raises or lowers MEK5 binding to wildtype human MEKK2 PB1 domain; bead flow cytometry, Alexa488-MEK5 binding to MEKK2 WT; actives lie on both sides; binding response (% of control), % at 10 µM; 290,000 tested, 1.1% active; AID 1531; in the data active means binding response below about 67% or above about 130%
HCV NS3 hel inh: blocks Hepatitis C virus NS3 helicase unwinding; NS3 helicase DNA unwinding, Cy5 molecular beacon fluorescence; 290,000 tested, 0.56% active; AID 1800; inhibition, % at 10.9 µM;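 active means inhibition above the mean of all tested compounds plus 3 SD, set per campaign, cut at about 35% in these data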;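 further: 0% = DMSO wells and 100% = thioflavine S control wells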
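Material: hepatitis C virus NS3 helicase domain fragment enzyme; measured by: Cy5 fluorescence, 0 and 60 min reads; control set: DMSO and thioflavine S; incubation: 60 min unwinding reaction at 25 °C after ATP addition; read-out basis: % inhibition from 60/0 min fluorescence ratio, DMSO 0%, thioflavine S 100%; repeats: singlicate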
MEKK2mut PB1 HTS: signal of MEK5 binding to mutant human MEKK2 PB1 domain; percent response, % at 10 µM; bead flow cytometry, Alexa488-MEK5 binding to MEKK2 mutant; 290,000 tested, 0.35% active; in the data active means percent response above about 24%, passing the limit was not always enough; further: inactives centre near 1; some results filed as inactive read as strong as hits
NALP1 yeast inh: blocks the NALP1 inflammasome reconstituted in yeast. inhibition, % at 10 µM. S. cerevisiae NALP1/ASC/caspase-1 growth, X-gal OD620, 72 h. 280,000 tested, 0.61% active; in the data active means inhibition mostly above about 24%, no sharp cut-off; inactive means mostly below about 32%; further: some compounds called inactive have numbers as strong as hits
Active calls of the source: *; nt = no result given. Rows were taken by chance, and some 4.7% of all compounds hit somewhere here.

SMILES	IMP-1 inhibitor	SUMO HTRF inh	FID counter	M18AAP inhibitor	VIM-2 inhibitor	MEKK2 WT-MEK5	HCV NS3 hel inh	MEKK2mut PB1 HTS	NALP1 yeast inh
COCC(C)NC(=O)c1cc(OC)cc(OC)c1 (centres undefined)	-2.5	17	1	-2	-0.5	83	-5	-6	11
C=CCn1c(Cc2cccs2)nnc1SCC(=O)c1ccc(F)cc1	-2.6	8	-19	7	-0.8	94	-3	-4	7
Cc1ccc(S(=O)(=O)N2CCCN(S(=O)(=O)C3CCS(=O)(=O)C3)CC2)cc1 (centres undefined)	-3.3	18	-4	-4	-2.3	115	7	7	2
COc1ccc(CC(=O)Nc2ccc(N(C)C)c3ccccc23)cc1	-2.3	26	-18	1	-5.5	101	12	5	3
COC(=O)C1CCN(C(=O)Nc2ccc(OC)cc2)CC1	-2.2	13	-4	1	-4.5	105	-1	3	-16
Cc1ccc(S(=O)(=O)N/N=C\c2ccc3c(c2)OCO3)cc1C	-4.7	-6	-16	-3	-3.0	104	-7	7	0
O=C(N/C(=C\c1ccccc1)C(=O)N1CCOCC1)c1ccc(Br)o1	-0.4	5	-13	-7	0.1	102	-5	-4	24
Cc1ccsc1C(=O)OCC(=O)Nc1cccc(S(=O)(=O)NC2=NCCCCC2)c1	1.4	18	-34	-3	-0.9	96	-1	-7	18
Cc1ccnc(N2CCN(C(=O)CSc3nc4ccccc4nc3N3CCCCC3)CC2)c1	-2.7	-28	-15	3	-1.0	101	-17	2	-8
N#Cc1c(N)n(C2CCCCC2)c2nc3ccccc3nc12	-4.2	35	0	-1	-1.4	93	4	-15	2
CC(C)c1ccccc1NC(=S)NC1CCN(Cc2ccccc2)CC1	-1.8	-8	8	-12	-0.3	138*	-13	46	14
CC(C)(CO)NC(=O)c1ccc2c(c1)C(=O)c1ccccc1-2	-1.7	4	-10	12	3.9	111	8	7	0
CC(C)(C)NC(=O)CN(C(=O)C(=O)Nc1ccc2c(c1)OCCO2)C(C)(C)C	-1.7	8	-19	1	-2.0	111	-1	2	0
Cc1cc2c(NS(=O)(=O)c3ccc(F)cc3)cccc2nn1	-2.0	25	-1	4	-1.1	102	2	3	8
Cc1c(CN2CCN(C)C(CCO)C2)[nH]c2c(Cl)cccc12 (centres undefined)	-3.0	3	6	2	0.5	117	-5	10	12
N#Cc1c(SCC(=O)Nc2ccc(C(F)(F)F)cc2)sc2c(O)cc(=O)[nH]c12	-6.9	8	-2	9	-2.8	100	14	8	-3
O=C(CC(=O)NC1CCCCC1)N/N=C/c1ccccc1[N+](=O)[O-]	-2.3	8	-6	2	-3.2	99	-5	-1	-2
C=CCSc1nnnn1-c1ccc(OC)cc1	-1.0	-1	-2	6	-2.6	97	-3	-2	8
Cc1ccccc1C(=O)Nc1cccc(C(=O)N/N=C/c2ccc3c(c2)OCO3)c1	-1.5	15	-26	3	-2.3	100	4	2	8
O=C(COC(=O)CC(c1ccccc1)c1ccccc1)NCc1ccc(Cl)cc1	-2.6	-28	-27	0	0.4	97	-17	-2	15
C=CCN(Cc1cn(C)nc1-c1cccc(Cl)c1)C1CCS(=O)(=O)C1 (centres undefined)	-2.3	17	-13	-1	-2.3	107	-4	3	-6
O=C(c1cccs1)N1CCCC(N2CCN(c3cccc(C(F)(F)F)c3)CC2)C1 (centres undefined)	-2.2	-8	-25	-1	0.6	108	-13	6	-6
CC(C)Nc1nc(N)c(C(=O)C23CC4CC(CC(C4)C2)C3)s1	-2.1	-34	-16	2	-0.8	84	-13	1	nt
CCOC(=O)C1CCC(CNCc2ccc(Cl)cc2)CC1 (centres undefined)	-0.4	-2	1	-10	0.0	108	-2	-2	40
Cc1c(NC(=O)c2ccc(NC(=O)C3CC3)cc2)cccc1C(=O)O	-1.2	3	-3	-2	-1.5	106	2	7	18
CCCCn1nnc(NC(=O)CCC)n1	-2.8	-7	-1	1	-1.3	95	12	0	18
O=C(COc1ccc(S(=O)(=O)N2CCCC2)cc1Cl)NCc1ccco1	-4.5	7	-15	-4	-3.0	97	-2	-2	4
CCOC(=O)c1ccc(NC(=O)c2ccc(CN3CCc4ccccc4C3)cc2)cc1	-3.7	5	9	7	-3.4	119	-50	13	13
O=C1NC(=S)N/C1=C/C=C/c1ccccc1	-1.5	14	0	0	-0.5	91	6	-3	0
O=C(NCCN1CCOCC1)Nc1ccc(Cl)cc1	-3.6	-11	-1	-6	0.5	117	-1	7	2
COc1ccc(CCNC(=O)/C(C#N)=C2\N=C(NC(=O)c3ccco3)c3ccccc32)cc1	-1.3	18	-2	8	-2.5	98	14	12	-2
Cc1ccc(N2CCN(S(=O)(=O)c3ccc4oc(=O)ccc4c3)CC2)cc1Cl	-0.8	7	-7	-12	2.9	98	-8	-3	-5
O=C(CSc1nc2ccccc2c(=O)n1-c1ccc(F)cc1)Nc1cc(S(=O)(=O)N2CCOCC2)ccc1Cl	-3.4	8	-13	0	0.3	92	-10	-3	29
O=c1c2c(nc3nc(NCc4cccc5ccccc45)[nH]n13)CCC2	-0.9	19	-9	-1	0.1	97	4	-1	-8
COc1ccc(CC(=O)NNC(=O)c2ccc(Br)o2)cc1	-2.3	13	-7	2	-3.4	103	-7	4	16
Cc1ccc2[nH]c(=O)c(CN(CCCO)S(=O)(=O)c3cccc4nsnc34)cc2c1	-3.5	6	-17	4	-1.2	79	-3	-14	-2
COC(=O)c1ccc(C)c(NC(=O)CCNC(=O)c2ccc([N+](=O)[O-])cc2)c1	-2.1	17	3	-10	-1.2	125	4	19	33
CC(=O)Nc1ccc(-c2csc(NNC(=O)c3ccccc3)n2)cc1	-3.8	4	-5	25	-5.0	96	4	0	23
COc1ccccc1-c1nc(C#N)c(N2CCN(C(=O)c3ccco3)CC2)o1	-2.5	5	-36	5	1.6	103	3	4	13
Cc1nc2ccc(NC(=O)c3ccc([N+](=O)[O-])cc3[N+](=O)[O-])cc2s1	-0.1	11	14	-13	-1.4	101	6	5	28

3 entries out of the list above, arranged by the value under MEKK2mut PB1 HTS, largest number first.
SMILES	MEKK2mut PB1 HTS
COc1ccc(CC(=O)NNC(=O)c2ccc(Br)o2)cc1	4
CCOC(=O)C1CCC(CNCc2ccc(Cl)cc2)CC1 (centres undefined)	-2
O=C1NC(=S)N/C1=C/C=C/c1ccccc1	-3

Continuation:
SMILES	IMP-1 inhibitor	SUMO HTRF inh	FID counter	M18AAP inhibitor	VIM-2 inhibitor	MEKK2 WT-MEK5	HCV NS3 hel inh	MEKK2mut PB1 HTS	NALP1 yeast inh
Cc1ccc(SCCN2CCC(C(C)(C)C)CCC2=O)cc1 (centres undefined)	-3.8	-5	-34	5	-2.2	104	-5	-1	7
COc1ccc(Nc2c3c(nc4ccccc24)CCC3)cc1	-3.4	10	2	9	6.5	110	-2	4	27
COc1ccc(CCC(C)NC2CCCCCCC2)cc1 (centres undefined)	-1.2	4	12	-2	-0.7	109	-16	5	20
O=C(c1cccc(NS(=O)(=O)c2ccccc2)c1)N1CCCC1	-4.8	-3	-10	-4	-2.0	102	-1	5	-3
CN1CCN(CCCCOc2ccccc2C=O)CC1	-0.3	-2	8	2	-1.7	200*	-52	28	2
O=C(COc1ccccc1F)Nc1ccc(S(=O)(=O)Nc2nccs2)cc1	-0.4	6	-19	-11	2.1	100	13	-5	29
Cc1ccc(CN2CCC(=O)N2)cc1	-0.3	8	3	6	4.2	97	-1	1	11
Cn1c(=O)c2c(ncn2Cc2ccccc2)n(C)c1=O	4.0	-38	-4	-4	0.1	100	-2	2	9
COc1cc(/C=N/NC(=O)c2ccccn2)ccc1OC(=O)c1ccc(Br)cc1	-1.3	3	-45	-1	-8.5	94	-24	-4	15
O=S(=O)(c1cccc(NC(=S)N2CCN(c3ccccc3F)CC2)c1)C(F)F	-3.6	-14	-5	0	-2.5	101	-6	0	13
CN(C(=O)c1ccc2c(=O)n3c(nc2c1)CCCCC3)c1cccc(Cl)c1	-2.0	18	-42	-2	-0.9	106	8	6	15
O=C(CCCOc1ccccc1)OCn1nnc2ccccc2c1=O	-1.9	-1	-20	-9	-1.8	104	-4	-1	5
C/C(=N\NC(=O)C1CC1c1ccccc1)c1ccc(C)s1 (centres undefined)	-0.8	-5	-6	-4	-0.7	98	-5	1	-1
CC(C)CC(COCc1cccc(C(F)(F)F)c1)N1CCN(C(=O)c2cccc(C(F)(F)F)c2)CCC1=O (centres undefined)	-1.4	-13	-39	6	-3.4	92	-7	1	21
CC(CCc1ccccc1)NC(=O)c1cccnc1 (centres undefined)	-2.1	6	2	0	-2.6	90	1	-6	-9
Cc1nnsc1NC(=O)OCc1ccc(Cl)cc1Cl	-1.9	0	-2	2	-3.8	107	10	6	-15
Cn1cc(CC(=O)NCCCN2CCCC2)c2ccccc21	-3.1	3	0	-2	-0.5	118	-2	3	1
O=C(CCc1nnc2ccc(NCc3ccco3)nn12)Nc1ccccc1F	-0.4	-4	-12	48*	-5.4	100	9	6	-8
Cc1ccc(C)c2[nH]c(=O)c(CCNC(=O)c3ccc(S(=O)(=O)N(C)C)cc3)cc12	-5.4	10	-18	1	-0.2	96	2	-9	37
CCOC(=O)Cc1csc(NC(=O)Cn2cnc3c2c(=O)n(C)c(=O)n3C)n1	-0.7	-1	-7	7	-1.9	91	1	-8	-2

Complete entries as entered above.
Cc1nnsc1NC(=O)OCc1ccc(Cl)cc1Cl in the list: IMP-1 inhibitor = -1.9; SUMO HTRF inh = 0; FID counter = -2; M18AAP inhibitor = 2; VIM-2 inhibitor = -3.8; MEKK2 WT-MEK5 = 107; HCV NS3 hel inh = 10; MEKK2mut PB1 HTS = 6; NALP1 yeast inh = -15
CC(C)CC(COCc1cccc(C(F)(F)F)c1)N1CCN(C(=O)c2cccc(C(F)(F)F)c2)CCC1=O (centres undefined) in the list: IMP-1 inhibitor = -1.4; SUMO HTRF inh = -13; FID counter = -39; M18AAP inhibitor = 6; VIM-2 inhibitor = -3.4; MEKK2 WT-MEK5 = 92; HCV NS3 hel inh = -7; MEKK2mut PB1 HTS = 1; NALP1 yeast inh = 21

The list continues:
SMILES	IMP-1 inhibitor	SUMO HTRF inh	FID counter	M18AAP inhibitor	VIM-2 inhibitor	MEKK2 WT-MEK5	HCV NS3 hel inh	MEKK2mut PB1 HTS	NALP1 yeast inh
Cc1ccc(CC2SC(N)=NC2=O)cc1 (centres undefined)	-0.2	-6	7	-3	-2.4	96	-4	-5	4
N#Cc1c(/N=C/N2CCOCC2)sc2c1CCCCC2	2.5	-7	-22	7	-5.7	97	-3	-1	5
O=C(Nc1nc2c(s1)CN(Cc1ccccc1)CC2)C1CCCC1	-2.5	5	-8	3	-0.5	111	-11	-3	16
COc1cccc(OCCN2CCN(c3ncnc4c3cnn4-c3ccccc3)CC2)c1	-4.3	-18	-20	-1	-3.6	107	-21	2	-16
Cc1noc(C)c1COc1ccc(C(=O)OCC(=O)Nc2ccc3c(c2)OCO3)cc1	-3.8	-5	-7	1	-4.2	98	2	-3	25
CCN(CC)S(=O)(=O)c1ccc(Cl)c(C(=O)Nc2cc(C)nn2-c2ccccc2)c1	-6.1	10	-17	-7	1.3	101	18	-2	14
COc1ccc(OC)c(C2=Nn3c(nnc3-c3cc(OC)c(OC)c(OC)c3)SC2)c1	-4.1	-11	-33	-4	13*	96	-2	-1	-4
